Compound activity: PubChem BioAssay, NCI
All columns: NCI-60 one-dose screen, growth in % after 48 h at 10 µM unless noted; 100 = growth as untreated, 0 = no growth, -100 = all killed.
NCI-H226: NCI-H226 lung cancer; hit rate 3.5% among 79,000; AID 1794732
NCI/ADR-RES: NCI/ADR-RES ovarian cells. AID 1794790. hit rate 4.4% among 81,000
NCI-H460: NCI-H460 lung cancer | hit rate 6.8% among 82,000
NCI-H522: NCI-H522 lung cancer. hit rate 8% among 78,000
COLO 205: COLO 205 colon cancer | hit rate 7.3% among 79,000
NCI-H322M: NCI-H322M lung cancer | hit rate 2.7% among 80,000 | AID 1794733
HCT-116: HCT-116 colon cancer. hit rate 7.3% among 82,000
HCT-15: HCT-15 colon cancer; hit rate 5.2% among 82,000
HT29: HT29 colon cancer. hit rate 7.4% among 81,000. AID 1794748
* = called active by the depositor; x = no result given; & = joins results of further samples. The calls were made as follows: active = growth percent below 10; inactive = the rest. Outcome played no part in choosing rows. Share with any hit: about 12%.

SMILES	NCI-H226	NCI/ADR-RES	NCI-H460	NCI-H522	COLO 205	NCI-H322M	HCT-116	HCT-15	HT29
O=C(/C=C/Nc1ccc(S(=O)(=O)Nc2cnc3ccccc3n2)cc1)c1cc2cc(Br)ccc2oc1=O	86.3	92.6	110.7	94.9	126.9	101.4	102.8	99.7	124.4
CCCCCCCCCCOC(=O)C(C)OC(=O)OC (stereo not drawn)	115.8	100.6	108.0	90.5	103.4	91.5	93.3	99.9	98.0
COC(=O)C1(C(=O)OC)C2CC(C)=C(C)CC21 (stereo not drawn)	100.5	111.7	104.2	100.6	120.1	93.0	107.5	95.8	110.1
Cc1ccc(-c2cc(-c3cccc(Nc4ccnc5cc(Cl)ccc45)c3)nc3nc(N)[nH]c(=O)c23)cc1	96.6	100.3	109.7	21.0	124.7	91.3	91.3	99.4	97.5
CC(C)(C)Nc1nc2c(OCCc3ccccc3)cccn2c1-c1ccc(O)cc1	63.0	50.4	45.8	57.5	85.6	89.9	38.2	2.1*	14.8
COc1ccc(CN2CCc3c(NCc4ccccc4)nc(N)nc3C2=O)c(OC)c1	82.1	91.9	82.7	86.6	91.0	90.2	68.5	84.3	58.2
Cc1cc2c(cc1C)NC(=O)CC(c1ccccc1)=N2	117.6	101.1	101.1	104.6	131.1	135.8	100.3	96.2	115.6
COc1ccc(C(C)=O)c(OC)c1	95.1	107.6	114.9	89.9	112.7	123.5	102.8	105.6	92.0
COc1ccc(Nc2nc(-c3cc(O)c(C)c(C)c3O)cs2)cc1	96.3	23.0	39.0	34.8	114.6	90.9	82.5	50.4	105.1
O=S(=O)(NCCNc1cc(-c2cn(-c3ccccc3)nc2-c2cccc(O)c2)ccn1)c1ccccc1	67.1	43.9	49.1	42.3	18.3	82.0	49.5	17.9	24.1
COc1cc(CNC(=O)CCCC/C=C/C(C)C)ccc1OCc1n[nH]c(=S)o1	100.6	103.4	106.5	99.0	103.8	104.1	102.8	97.6	113.2
O=C(CI)NC(=O)NC(=O)NCCc1ccc(O)cc1	106.2	97.2	108.4	88.1	103.6	107.4	100.1	101.2	98.4

An excerpt from above in order of heavy-atom count, rising.
SMILES	NCI-H226	NCI/ADR-RES	NCI-H460	NCI-H522	COLO 205	NCI-H322M	HCT-116	HCT-15	HT29
COc1ccc(C(C)=O)c(OC)c1	95.1	107.6	114.9	89.9	112.7	123.5	102.8	105.6	92.0
COC(=O)C1(C(=O)OC)C2CC(C)=C(C)CC21 (stereo not drawn)	100.5	111.7	104.2	100.6	120.1	93.0	107.5	95.8	110.1
O=C(CI)NC(=O)NC(=O)NCCc1ccc(O)cc1	106.2	97.2	108.4	88.1	103.6	107.4	100.1	101.2	98.4
COc1ccc(Nc2nc(-c3cc(O)c(C)c(C)c3O)cs2)cc1	96.3	23.0	39.0	34.8	114.6	90.9	82.5	50.4	105.1
COc1cc(CNC(=O)CCCC/C=C/C(C)C)ccc1OCc1n[nH]c(=S)o1	100.6	103.4	106.5	99.0	103.8	104.1	102.8	97.6	113.2
CC(C)(C)Nc1nc2c(OCCc3ccccc3)cccn2c1-c1ccc(O)cc1	63.0	50.4	45.8	57.5	85.6	89.9	38.2	2.1*	14.8
COc1ccc(CN2CCc3c(NCc4ccccc4)nc(N)nc3C2=O)c(OC)c1	82.1	91.9	82.7	86.6	91.0	90.2	68.5	84.3	58.2
O=C(/C=C/Nc1ccc(S(=O)(=O)Nc2cnc3ccccc3n2)cc1)c1cc2cc(Br)ccc2oc1=O	86.3	92.6	110.7	94.9	126.9	101.4	102.8	99.7	124.4

(cont.)
SMILES	NCI-H226	NCI/ADR-RES	NCI-H460	NCI-H522	COLO 205	NCI-H322M	HCT-116	HCT-15	HT29
COc1ccc(O)c(-c2cc(-c3ccc(Cl)cc3)c(C#N)c(=O)[nH]2)c1	89.1	62.5	69.3	36.8	95.2	101.0	73.4	66.5	75.7
CN(C)c1ccc(/C=N/Nc2nc(N/N=C/c3ccc(N(C)C)cc3)nc(N3CCCCC3)n2)cc1	101.9	58.3	70.9	96.2	83.5	100.1	14.9	0.1*	-4.7*
COc1cc2c(cc1OC)N(CCO)C1=C(C(=O)OC1)C2c1ccccc1 (stereo not drawn)	112.2	110.0	113.4	81.4	107.5	109.8	96.0	99.3	92.4
O=C(CCCC(O)(C1CC1)C1CC1)C1CC1	95.8	107.2	98.2	94.8	112.2	109.2	105.0	95.8	114.5
CC(C)N=C=NC(C)C	102.9	105.6	102.0	x	105.8	92.9	104.0	101.7	102.1
Oc1ccc(OCc2ccccc2)cc1	103.2&88.2&90.0	77.1&65.4&98.2	91.3&91.1&106.1	86.0&97.2&110.5	111.4&105.8&113.9	99.5&82.7&97.4	94.4&83.6&90.8	88.7&90.8&104.4	92.7&95.3&107.8
CCc1ccc2c(c1)C1(Oc3c(OC)cccc3C3CC(c4ccc(Br)cc4)=NN31)C(=O)N2 (stereo not drawn)	77.0	98.5	102.5	90.7	101.7	97.6	102.5	100.7	110.1
COc1cccc(-c2nc3occn3c2-c2ccnc(NCCCNS(=O)(=O)c3cccc4ccccc34)n2)c1	76.1	92.9	89.4	95.0	72.4	98.3	68.6	75.5	63.3
CS(=O)(=O)c1ccc(-c2cnc(N)c(-c3ccc(C(F)(F)F)nc3)n2)cc1	102.3	107.6	102.3	107.8	116.9	109.3	106.7	100.0	113.5
CC(N)S(=O)(=O)O (stereo not drawn)	95.9	99.5	103.2	98.4	108.9	93.0	98.7	101.1	98.3
c1cc2n(c1)CCc1cnc(NC3CCCC3)nc1-2	92.6	104.4	107.6	93.9	100.1	110.2	102.8	93.5	96.3
COc1cc(C2Cc3cnccc3-c3[nH]c(=O)c4ccncc4c32)cc(OC)c1OC (stereo not drawn)	91.4	103.3	108.3	98.6	91.0	108.4	77.9	105.5	104.8

Looked up by structure from above, two records:
SMILES	NCI-H226	NCI/ADR-RES	NCI-H460	NCI-H522	COLO 205	NCI-H322M	HCT-116	HCT-15	HT29
COc1cc(C2Cc3cnccc3-c3[nH]c(=O)c4ccncc4c32)cc(OC)c1OC (stereo not drawn)	91.4	103.3	108.3	98.6	91.0	108.4	77.9	105.5	104.8
c1cc2n(c1)CCc1cnc(NC3CCCC3)nc1-2	92.6	104.4	107.6	93.9	100.1	110.2	102.8	93.5	96.3

Next part
SMILES	NCI-H226	NCI/ADR-RES	NCI-H460	NCI-H522	COLO 205	NCI-H322M	HCT-116	HCT-15	HT29
O=C(O)CN1C(=O)C=CC1=O	107.5	110.6	106.7	103.4	94.8	90.9	106.5	100.2	104.0
COc1ccc(C2c3ccc4ccccc4c3Oc3ncn(CCCN(C)C)c(=N)c32)cc1 (stereo not drawn)	x	105.5	104.9	92.2	97.7	93.5	59.6	103.0	70.4
Cc1ccc(C(=O)NCCNc2nccc(-c3c(-c4cccc(F)c4)nc4sccn34)n2)cc1	36.4	55.6	34.8	72.2	27.6	64.8	27.0	38.9	35.9
CC(=O)Nc1cccc(Oc2c(/C=N/NC(=O)Cn3c(=O)sc4ccccc43)c(C)nn2-c2ccccc2)c1	93.6	95.4	92.3	65.4	100.3	90.1	88.8	98.8	84.0
O=C(c1ccc(OCCN2CCCCC2)cc1)c1c(-c2ccc(OS(=O)(=O)C3CCCCC3)cc2)sc2cc(OS(=O)(=O)C3CCCCC3)ccc12	103.1	90.6	99.2	95.4	101.5	x	59.3	44.7	41.2
CCCCCCCCCCCCCCCCCC1=Nc2cc(C)c(C)cc2NC(=O)C1	105.2	106.9	108.9	91.9	106.9	x	94.8	98.8	101.8
CSc1nnc(-c2cnn3c2NC(c2ccccc2)C3)n1-c1ccccc1 (stereo not drawn)	115.1	99.9	109.2	55.0	104.2	89.5	80.5	100.1	86.6
O=c1cc(CO)[nH]c(=O)[nH]1	94.8	106.4	112.9	106.8	x	105.1	110.4	98.0	117.4
CN1CCN(Cn2nc(-c3cc(F)c(Cl)cc3Cl)n(/N=C/c3ccc(Cl)cc3)c2=S)CC1	141.3	107.1	109.9	93.4	115.4	101.1	96.0	151.3	131.3
C[C@H](c1nc2ccc(Cl)cn2c1NCc1ccccc1)[C@H]1CC[C@H]2[C@@H]3CCC4=CC(=O)CC[C@]4(C)[C@H]3CC[C@]12C	60.6	78.1	70.4	58.8	65.8	91.7	30.2	61.5	47.7
CC(C)OC(=O)Oc1cccs1	105.7	115.9	114.3	80.6	103.8	116.9	91.1	98.3	96.2
CN(C)c1cccc2c(S(=O)(=O)Nc3cccc(-c4csc(NC(=O)CN5CCOCC5)n4)c3)cccc12	87.3	83.0	81.0	70.0	70.6	96.4	78.7	80.3	94.9
Cc1cc(=O)oc2cc(OCCN(C(C)C)C(C)C)ccc12	119.1	90.6	119.0	148.7	127.1	97.2	113.8	103.1	107.7
CCOC(=O)c1sc2ncnc(Nc3ccc(OCc4cccc(F)c4)cc3)c2c1C	109.9	91.9	97.9	68.1	94.6	92.2	77.4	97.5	84.3
CC(C)NCCCCCCl	102.4	120.5	106.5	x	125.0	102.8	104.1	102.8	101.4
CCCCC(=O)OCc1cc(=O)c(O)co1	102.9	107.1	101.0	95.4	105.7	101.1	108.3	107.5	104.3
C=C(C)[C@@H]1CC[C@]2(C(=O)N3CCN(C)CC3)CC[C@]3(C)[C@H](CC[C@@H]4[C@@]5(C)C/C(=C/c6cc(C(F)(F)F)cc(C(F)(F)F)c6)C(=O)C(C)(C)[C@@H]5CC[C@]43C)[C@@H]12	105.5	100.0	102.7	96.8	109.3	98.7	103.3	103.2	106.9
Cc1ccccc1-c1nc(SCC(=O)N2CCN(c3ccccc3)CC2)n[nH]1	x	94.4	101.6	103.2	109.5	93.1	108.1	100.9	128.9
CCOC(=O)C1=C(C(C)=O)C(c2ccccc2[N+](=O)[O-])C(C(C)=O)=C(C(=O)OCC)N1	75.7	91.4	102.1	100.5	111.7	105.0	88.1	101.5	110.2
CC(C)(C)NCC(O)COc1c(Br)c(Br)c(Br)c2c1OC(C)(C)C2 (stereo not drawn)	42.5	-15.9*	-63.7*	-76.8*	-58.3*	-19.3*	-26.5*	-66.9*	-72.7*
O=C1CC(=O)N(c2cn3c(-c4ccccc4)csc3n2)N1	90.0	94.3	104.3	74.9	100.4	98.1	95.5	91.2	103.9
CCOc1cccc(/C=N\Nc2ccc(S(=O)(=O)O)cc2)c1	93.5	117.8	115.4	101.4	107.3	119.6	111.3	109.6	107.0
Cc1ccc(C)c2c1SC1=NNC(Nc3ccccc3)=C(C#N)C(=N)N12	93.3	97.1	96.5	98.7	112.6	114.8	101.9	104.4	105.9
Cc1c(C(=O)NCCc2ccc(N3CCCCC3)cc2)nn(-c2ccc(Cl)cc2Cl)c1-c1ccc(Cl)cc1	69.6	91.2	85.8	51.7	82.0	95.2	48.6	65.2	50.4
CN(C)c1ccc(C(c2ccc(O)cc2)c2ccc(N(C)C)cc2)cc1	92.9	93.9	98.6	81.1	101.0	98.4	93.9	70.8	86.2
COc1cc(C)c2c(c1OC)C(=O)CC2	100.4	115.4	109.2	122.3	111.9	121.6	110.4	100.8	115.0
NC(=O)c1ccccc1[N+](=O)[O-]	100.4	100.4	108.6	93.7	100.1	106.9	106.7	102.6	98.9
CCOC(=O)C1=C(C)NC(C)=C(C(=O)OC(C)C)C1c1cccc(C#N)c1 (stereo not drawn)	98.1	95.0	101.3	92.7	114.5	100.5	94.0	99.1	107.9
Cc1cnc(SCc2ccc(Cl)cc2)nc1Nc1ccc(Cl)cc1Cl	99.0	105.1	98.4	80.3	102.4	94.1	99.7	101.8	86.6
C=CCNC(=S)NNC(=O)CN1CCN(c2cc3c(cc2F)c(=O)c(C(=O)O)cn3C2CC2)CC1	89.6	106.8	104.9	90.5	107.6	99.9	93.7	101.7	107.0
CC(=O)C1=C(O)C2(O)C(=O)c3c(c(C)c4ccc(C)c(O)c4c3O)CC2C(N)C1=O (stereo not drawn)	98.8	100.8	104.4	96.2	103.7	113.0	94.9	90.7	115.3
CCCCCCCCCCCCCC/C=C\C(CC(=O)O)C(=O)O (stereo not drawn)	109.4	106.6	106.5	107.1	97.7	116.8	102.9	107.1	103.3
OC(c1cccc(OCc2ccccc2)c1)c1nnc(-c2ccccc2)o1 (stereo not drawn)	66.9	89.7	96.0	79.2	x	120.3	101.5	90.0	115.5
O=[P@@]1(c2ccccc2)O[C@H](COCc2ccccc2)[C@@H](OCc2ccccc2)[C@H](OCc2ccccc2)[C@H]1NCc1ccccc1	40.6	12.5	4.1*	20.5	-57.2*	47.9	8.2*	15.9	10.9
Cc1ccc([C@@H]2C[C@@H]3Cc4cc(Cl)ccc4N2O3)o1	108.3	105.7	114.0	91.9	114.6	94.3	103.3	97.5	96.6
CCOC(=O)c1ncc(-c2ccc(C(F)(F)F)cc2)c(NCc2cc(C(F)(F)F)cc(C(F)(F)F)c2)n1	88.7	92.8	105.6	91.4	90.3	104.0	87.8	87.0	105.7
c1ccc2c(c1)Nc1nc3ccccc3nc1N2	115.4	107.4	108.3	97.4	x	138.2	115.9	104.8	106.1
O=C(OCCOC(=O)N1CCOCC1)N1CCOCC1	103.1	98.4	104.2	98.9	110.8	105.5	100.6	103.5	x
C/C=C\C(=O)OC	103.4	101.9	104.2	x	98.4	94.2	90.0	101.4	98.9
NS(=O)(=O)c1ccc(Nc2nc(N3CCOCC3)c3ncccc3n2)cc1	88.9	99.4	95.1	105.9	101.6	88.2	91.5	107.3	94.2
N#Cc1c(Nc2ccccc2)nn2c(-c3ccc([N+](=O)[O-])cc3)ccnc12	103.7	100.6	99.3	94.8	107.1	101.8	99.3	99.3	103.4
COc1ccc2[nH]cc(/C=C3/C(=O)Nc4ccc(F)cc43)c2c1	91.5	84.9	83.3	81.5	97.7	94.0	86.0	75.6	79.1
COc1ccccc1-n1c(-c2sc(NC(C)=O)nc2C)n[nH]c1=S	105.8	106.5	110.0	102.4	115.8	x	98.3	94.9	103.8
O=C1CCCc2cc(OCC(=O)N3CCCCC3)ccc2N1	100.9	109.1	115.0	107.9	117.0	115.7	113.7	105.3	126.5
O=C(/C=C/c1ccccc1)c1ccc(B(O)O)cc1	108.7	96.2	105.4	96.1	97.6	x	100.0	89.0	85.7
